Assay outcomes as filed in PubChem BioAssay.
FBPA Giardia inh – inhibitors of Giardia lamblia fructose-1,6-bisphosphate aldolase; A8B2U2; purified Giardia FBPA; Potency, µM (doses to about 59.6 µM), inactives show top-dose activity, negative = inhibition, hits mostly inhibitors; hit rate 0.71% among 290,000; AID 2451; also: potency is read from the fitted curve at half-maximal effect; nearly all actives have a fitted effect of over 55% in size
Target sequence (A8B2U2 whole entry, looked up): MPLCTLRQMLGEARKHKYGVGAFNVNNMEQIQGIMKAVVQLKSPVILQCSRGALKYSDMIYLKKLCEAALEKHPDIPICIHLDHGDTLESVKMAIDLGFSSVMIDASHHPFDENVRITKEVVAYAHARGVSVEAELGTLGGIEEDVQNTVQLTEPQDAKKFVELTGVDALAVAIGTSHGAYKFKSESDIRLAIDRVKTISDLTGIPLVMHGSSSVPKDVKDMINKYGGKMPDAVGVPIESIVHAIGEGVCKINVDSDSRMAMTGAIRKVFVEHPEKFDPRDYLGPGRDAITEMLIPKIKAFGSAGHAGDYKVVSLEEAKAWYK
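Giardia FBPA (40 nM reagent) was preincubated 10 min at RT with compound (up to 57.5 uM final), then substrate plus GAPDH/TPI/NAD/arsenate coupling system with diaphorase/resazurin was added; resorufin fluorescence (525/598 nm) was read after 20 min.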
AmpC inh detg – inhibitors of E. coli AmpC beta-lactamase with detergent. AmpC hydrolysis of nitrocefin, absorbance 480 nm, 0.01% Triton. Potency, µM (top dose mostly 114 µM), inactives show at the highest dose activity change, negative = inhibition, hits mostly inhibitors. hit rate 0.041% among 370,000. AID 485294;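 also: potency is read from the fitted curve at half-maximal effect; 0% = no-compound wells and -100% = no-enzyme wells; nearly all actives have a fitted effect of over 25% in size; some results filed as inactive show a strong effect at the top dose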
Target sequence (P00811 whole entry, looked up): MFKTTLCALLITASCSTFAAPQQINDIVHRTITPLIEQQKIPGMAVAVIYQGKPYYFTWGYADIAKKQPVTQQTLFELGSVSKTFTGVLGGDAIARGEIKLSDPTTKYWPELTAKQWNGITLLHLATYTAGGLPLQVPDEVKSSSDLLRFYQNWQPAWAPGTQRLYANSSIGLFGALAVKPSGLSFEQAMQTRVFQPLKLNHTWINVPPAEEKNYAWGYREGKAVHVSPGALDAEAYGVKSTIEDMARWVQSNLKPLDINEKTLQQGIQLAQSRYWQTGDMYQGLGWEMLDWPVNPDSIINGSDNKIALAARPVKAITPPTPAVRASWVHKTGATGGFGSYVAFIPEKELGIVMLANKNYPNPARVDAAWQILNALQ
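AmpC (5.3 nM in the dispensed reagent) in 20 mM phosphate pH 7.0 with 0.01% (detergent screen) or 0.0001% Triton X-100 was preincubated with compounds for 15 min at room temperature. Nitrocefin was then added from an 800 uM solution, and hydrolysis was followed at 480 nm.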
HCV inhibitor – HCV inhibition; hit rate 3.4% among 340,000; Huh7.5.1 HCVcc-Cre infection, luciferase reporter, 44 h; Potency, µM (titrated, usually from 41.8 µM), inactives show top-dose activity change, negative = inhibition, usual class: inhibitors; also: potency is read from the fitted curve at half-maximal effect
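1,000 cells/well; 4 h culture; + compound; + HCVcc-Cre (~0.5 moi); 44 h; luciferase substrate, RT 15 min; read 15 sec.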
Sm TGR block – inhibitors of Schistosoma mansoni thioredoxin glutathione reductase; purified TGR, DTNB reduction, TNB absorbance 405 nm; Potency, µM (titrated, usually from 114 µM), for inactives: top-dose activity change, negative = inhibition, usual class: inhibitors; hit rate 3% among 360,000; AID 485364; also: potency is read from the fitted curve at half-maximal effect; nearly all actives have a fitted effect of over 60% in size
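TGR 20 nM + NADPH 100 uM (dispensed conc.), cpd preinc 15 min RT; start with NADPH (500 uM addition) then DTNB (15 mM addition). Kinetic TNB absorbance, 405 nm filter. Four-parameter Hill fit across titration.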
AMA1 RON2 block – inhibitors of Plasmodium falciparum AMA1-RON2 interaction. AID 720542. AlphaScreen AMA1-biotinylated RON2 peptide binding. Potency, µM (doses to about 58.2 µM), without a hit: at the top dose activity change, negative = inhibition, usual class: inhibitors. hit rate 0.2% among 360,000;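 also: potency is read from the fitted curve at half-maximal effect; 0% = vehicle wells and -100% = peptide control; nearly all actives have a fitted effect of over 45% in size; some results filed as inactive show a strong effect at the top dose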
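AMA1 (3D7) with his tag at 25 nM final met compounds first, then biotinylated RON2 peptide at 25 nM; detection used donor plus acceptor beads, 10 µg/mL apiece, read by AlphaScreen after 30 min at room temperature.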
HCMV antiviral – inhibitors of human cytomegalovirus; HFF cells, HCMV-luciferase reporter, 72 h; active compounds read low; AID 1259415; hit rate 4.5% among 410,000; activity change, negative = inhibition, % at 57.5 µM; in the data active = activity change below about -60%; inconclusive = no clear call, values can overlap the other calls; inactive = above about -39%
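Steps: HFFs plated, 16 h 37C; compounds added; HCMV-luciferase added to MOI 1 PFU/cell; 72 h 37C; OneGlo reagent, 5 min room temperature; luminescence read, normalized to controls.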
Numbers without * were called inactive; ? = inconclusive; · = no result given; & = joins results of further samples; [ ] = another dose, or the depositor's remark. Unless noted, calls follow the shape of the dose curve; as a rule, active = well fitted curve in the direction sought with a large enough effect; inconclusive = small, poorly fitted or top-dose-only effect, or another doubt; inactive = no such curve, though single readings can be large; an effect the other way counts as inactive or inconclusive. Unless noted, % is scaled to controls: 0 for no effect and ±100 for the full control effect.

SMILES	FBPA Giardia inh	AmpC inh detg	HCV inhibitor	Sm TGR block	AMA1 RON2 block	HCMV antiviral
COc1ccc(S(=O)(=O)N2CCCC2CNC(=O)C(=O)NCc2ccco2)cc1 (stereo unspecified)	·	-10.6%	7.5%	-5.0%	-12.2%	-9.1
O=C(c1cccc(S(=O)(=O)NCc2ccccc2)c1)N1CCN(c2ccc(F)cc2)CC1	·	1.2%	?	-9.6%	-2.6%	?
C=CCNC(=O)COC(=O)c1ccc(C)c(NC(=O)c2ccco2)c1	6.4%	-5.4%	-7.2%	-6.0%	22.5%	-31.6
CC(=O)c1cccc(S(=O)(=O)NC(C)C2CC3CCC2C3)c1 (stereo unspecified)	-6.9%	-6.3%	-4.0%	-11.8%	0.9%	-4.1
O=C(Cc1ccccc1)N/N=C/c1cc(Br)cs1	6.7%	?	-6.2%	3.9%	-2.2%	-3.9
Cc1ccc(OCCSc2nc3ccc(NC(=O)c4ccc5c(c4)OCO5)cc3s2)cc1	·	22.3%	·	6.1%	·	-5.8
CCn1c(SCCN2CCCCC2)nc2c1c(=O)n(C)c(=O)n2C	·	·	0.6%	·	-7.1%	-9.9
Cc1ccccc1NC(=O)C1CC(=O)n2ncnc2N1 (stereo unspecified)	-3.9%	1.9%	15.6%	35.5µM*	-3.1%	-22.9
COc1ccccc1N1CCN(C(=O)CSc2nc(-c3ccccc3)cc(=O)[nH]2)CC1	0.5%	?	9.2%&-7.4%	-21.9%	2.3%	38.3
CCOc1cc(CNCc2ccncc2)cc(Br)c1OCc1ccccc1F	-18.6%	-1.7%	7.94µM*	-1.2%	13.8%	-69.8*
O=C(c1nnc(-c2ccccc2)o1)C1CC1	1.8%	?	4.7%	-2.8%	-0.5%	-11.3
O=C(O)c1cc(NC(=O)c2cccc(N3C(=O)c4ccccc4C3=O)c2)cc(C(=O)O)c1	-2.1%	-2.5%	6.9%	-1.5%	0.0%	5.6
CC(=O)Nc1nc(=S)ss1	7.0%	?	19.0%	-5.2%	5.9%	-3.9
O=C(CCc1ccc(S(=O)(=O)N2CCOCC2)cc1)N1CCc2ccccc2C1	5.5%	?	2.4%	0.8%	-1.6%	?
O=C1C(C=NCCCN2CCCC2=O)=C(O)c2ccccc21	-1.9%	-2.3%	-4.9%	7.2%	-0.1%	95.4
CN(C)c1ccc(NC(=O)CSc2nnc(-c3ccco3)c(-c3ccco3)n2)cc1	?	1.1%	-25.5%	35.5µM*	17.8µM*	-30.9
Cc1cc(C)n(S(=O)(=O)c2ccc3oc(=O)ccc3c2)n1	-2.0%	?	-1.2%	5.7%	0.0%	-20.7
CCC(C)Sc1ccc(-c2nc3cnccn3c2NC2CCCCC2)cc1 (stereo unspecified)	·	3.8%	?	3.4%	43.8%&23.5%[activator]	11.5&10.2
C/C=C\C(=O)Nc1cccc(C2=NOC3(C2)C[C@@H](C(N)=O)N(C(=O)c2ccc(Cl)cc2)C3)c1 (stereo partly specified)	2.9%	-4.9%	-15.2%	-18.5%	-5.4%	-9.4
C/C(=N\NC(=S)NCc1ccccc1)c1ccc2ccccc2c1	6.1%	-1.4%	?	-3.1%	11.0%	-23.7
O=C(NC(=S)N1CCCCCC1)c1cccc([N+](=O)[O-])c1	·	5.6%	21.4%	-0.2%	69.0%[activator]	9.0
CC(=C/c1ccco1)/C=N/NC(=O)CSc1nnc(SCc2ccc(C)cc2)s1	-25.9%	-10.6%	4.8%	-24.6%	10.5%[2.32 µM]	-30.9
Cc1occc1C(=O)N1CCN(Cc2ccccc2)CC1	2.3%	-14.7%	17.4%	?	-6.5%	-5.2
Cc1ccc(NC(=O)C2CCCN(S(=O)(=O)c3ccc(C)cc3)C2)cc1 (stereo unspecified)	·	7.8%	·	7.2%	·	?
CCOC(CNC(=O)C(=O)Nc1cc2c3c(c1)CCC(=O)N3CCC2)OCC	-8.6%	-4.5%	3.5%	-11.6%	-4.2%	13.3
The results go on.
SMILES	FBPA Giardia inh	AmpC inh detg	HCV inhibitor	Sm TGR block	AMA1 RON2 block	HCMV antiviral
CC(C)N1CCc2c(sc(NC(=O)c3ccc4ccccc4c3)c2C(N)=O)C1	·	6.5%	8.91µM*	-10.2%	6.9%	-7.3
COCC(=O)OCC(=O)Nc1ccc(Cl)cc1[N+](=O)[O-]	-4.6%	5.8%	7.7%	3.6%	-7.5%	13.1
CCn1c(SCC(=O)NC2CCS(=O)(=O)C2)nnc1-c1ccccc1 (stereo unspecified)	0.2%	9.1%	27.2%	9.0%	-2.3%	-29.0
O=C(COC(=O)c1c(F)cccc1Cl)NCC1CCCCC1	·	·	-25.5%	·	-4.5%	-2.6
CCOc1ccc(CCNC(=O)C2CSC3(C)CCC(=O)N23)cc1OCC (stereo unspecified)	·	-3.5%	-24.6%	0.6%	1.6%	27.4
Cc1ccc(S(=O)(=O)N2CCC(C(=O)NCCCN3CCOCC3)CC2)cc1	·	-10.6%	10.3%	-4.9%	20.1%	-8.1
Cn1c(SCC(=O)NCCc2ccccc2)ncc(C(=O)Nc2ccc(F)cc2)c1=O	·	?	18.0%	-2.4%	2.4%	-17.0
Cc1cccnc1NC(=S)Nc1ccc(F)cc1F	19.9µM*	-0.6%	6.4%	?	6.2%	55.7
CC1(C)Cc2cccc(C(=O)NCc3ccco3)c2O1	6.4%	-5.5%	0.2%	?	-13.2%	-22.3
COc1cccc(N(CC(=O)O)S(=O)(=O)c2ccccc2)c1	-1.9%	?	2.1%	12.1%	-3.2%	-8.2
COC(=O)c1ccccc1NC(=O)CSc1nnc(Cc2ccc(Cl)cc2)o1	0.8%	?	-6.6%	-0.6%	8.8%	-5.7
CC1CCCCC1NC(=O)CN1C(=O)NC(Cc2ccccc2)(Cc2ccccc2)C1=O (stereo unspecified)	-0.2%	-10.5%	-15.3%	-8.8%	-0.7%	0.3
COc1cccc(N2CCN(c3ncnc4onc(-c5ccc(F)cc5)c34)CC2)c1	·	-4.4%	·	0.3%	·	0.8
CC(=O)c1ccc(S(=O)(=O)NCCC(=O)OCC(=O)NCCc2ccccc2)cc1	·	-2.0%	-1.3%	7.6%	0.4%	4.8
Cc1ccc(C(=O)COC(=O)CCC(=O)Nc2ccc(Oc3ccccc3)cc2)cc1C	·	0.3%	·	-1.5%	·	-8.4
CC1CCC(C(=O)c2c(O)c3ccccc3oc2=O)CC1 (stereo unspecified)	24.6%	-12.7%	?	8.8%	12.6%	-100.2*
COc1ccc(CCNC(=O)c2noc(C)c2[N+](=O)[O-])cc1OC	4.6%	-5.1%	4.3%	35.5µM*	5.1%	-37.8
CN(CC(=O)Nc1ccccc1Cl)C(=O)COC(=O)c1cccs1	·	·	22.5%	·	-17.2%	0.0
O=C(CC1C(=O)NCCN1Cc1ccoc1)NCCc1ccc(Cl)cc1 (stereo unspecified)	-4.4%	-0.7%	-4.1%	?	4.8%	?
COc1ccccc1-c1noc(CCC(=O)NC2CCCCC2)n1	·	-1.6%	4.1%	10.0%	-10.4%	13.4
CCn1c2ccccc2c2nc3ccccc3nc21	-8.3%	-8.7%	?	14.3%[11.4 µM]	59.7%[activator]	·
O=C(Nc1c(Cl)cc(Cl)cc1C(=O)NCCN1CCOCC1)c1ccc(Cl)cc1Cl	0.2%	-5.7%	?	0.2%	18.6%	17.6
CCOC(=O)Cc1csc(N/N=C/c2ccc(Cl)cc2)n1	-1.8%	-9.4%	-11.8%	-18.5%	24.8%	-23.3
C=CCn1c(SCC(=O)N2CC(=O)Nc3ccccc32)nc2scc(-c3ccccc3)c2c1=O	-0.9%	1.6%	-17.5%	7.2%	9.6%	26.5
O=S1(=O)c2cccc3cccc(c23)N1Cc1ccc(-c2nnco2)cc1	-8.1%	0.4%	-20.4%	4.8%	4.6%	-12.0

Pulled one by one from the list above (two):
SMILES	FBPA Giardia inh	AmpC inh detg	HCV inhibitor	Sm TGR block	AMA1 RON2 block	HCMV antiviral
CCOc1ccc(CCNC(=O)C2CSC3(C)CCC(=O)N23)cc1OCC (stereo unspecified)	·	-3.5%	-24.6%	0.6%	1.6%	27.4
O=S1(=O)c2cccc3cccc(c23)N1Cc1ccc(-c2nnco2)cc1	-8.1%	0.4%	-20.4%	4.8%	4.6%	-12.0

Further results
SMILES	FBPA Giardia inh	AmpC inh detg	HCV inhibitor	Sm TGR block	AMA1 RON2 block	HCMV antiviral
COc1ccc(NC(=O)NNC(=O)c2cc3occc3n2C)c(OC)c1	5.2%	1.4%	-20.7%	-3.9%	-5.0%	0.0
c1ccc(-n2nnnc2Oc2ccc(-n3ccnc3)cc2)cc1	9.6%	?	-15.6%	4.5%	2.4%	5.6
COC(=O)c1nc(C(=O)OC)c(C(=O)OC)nc1C(=O)OC	6.7%	?	4.6%	8.2%	-0.4%	-17.5
C/C(=N\NC(=O)c1ccc(Cl)cc1)c1cccc(NC(=O)c2cccnc2)c1	0.2%	-16.5%	?	0.9%	59.1%[activator]	50.0
O=C1Nc2ccccc2SC(c2ccccc2)C1O (stereo unspecified)	?	-14.9%	11.9%	-3.4%	-13.2%	16.4
Cc1c(Cl)cccc1NC(=O)C1COc2ccccc2O1 (stereo unspecified)	-4.8%	?	3.4%	-19.6%	11.6%	3.2
Cc1ccc(NC(=O)C(C)OC(=O)Cc2c[nH]c3ccccc23)cc1S(=O)(=O)N1CCOCC1 (stereo unspecified)	·	-5.3%	-6.3%	0.8%	4.3%	28.5
Oc1[nH]c2ccccc2c1C=Nc1ccc2c(c1)OCO2	-6.0%	4.6%	?	2.4%	-15.1%	69.4
Cc1ccc(C(=O)OCC(=O)NCc2ccco2)s1	-4.0%	-6.1%	-2.4%	?	-3.1%	-30.0
C=CCn1c(SCc2c(C)noc2C)nc2sc3c(c2c1=O)CCCC3	-0.9%	-10.4%	?	-20.9%	4.4%	-12.0
COc1ccccc1-n1c(CNC(=O)c2cccs2)n[nH]c1=S	?	?	7.8%	3.7%	9.6%	-15.0
CCCc1nn2c(=O)cc(COC(=O)c3ccc(NC(=O)C4CCCCC4)cc3)nc2s1	·	19.9%	·	9.0%	·	-13.4

Part of the list above, as labelled records.
Cc1ccc(C(=O)OCC(=O)NCc2ccco2)s1
  FBPA Giardia inh: -4.0%
  AmpC inh detg: -6.1%
  HCV inhibitor: -2.4%
  Sm TGR block: ?
  AMA1 RON2 block: -3.1%
  HCMV antiviral: -30.0

COC(=O)c1nc(C(=O)OC)c(C(=O)OC)nc1C(=O)OC
  FBPA Giardia inh: 6.7%
  AmpC inh detg: ?
  HCV inhibitor: 4.6%
  Sm TGR block: 8.2%
  AMA1 RON2 block: -0.4%
  HCMV antiviral: -17.5

C=CCn1c(SCc2c(C)noc2C)nc2sc3c(c2c1=O)CCCC3
  FBPA Giardia inh: -0.9%
  AmpC inh detg: -10.4%
  HCV inhibitor: ?
  Sm TGR block: -20.9%
  AMA1 RON2 block: 4.4%
  HCMV antiviral: -12.0

C/C(=N\NC(=O)c1ccc(Cl)cc1)c1cccc(NC(=O)c2cccnc2)c1
  FBPA Giardia inh: 0.2%
  AmpC inh detg: -16.5%
  HCV inhibitor: ?
  Sm TGR block: 0.9%
  AMA1 RON2 block: 59.1%[activator]
  HCMV antiviral: 50.0
